TSHR antag: human thyrotropin receptor antagonism. AID 504810. hit rate 0.2% among 330,000. activity change, negative = inhibition, % at 11.5 µM. TSHR-expressing cells, TSH-stimulated cAMP HTRF, 2 h; stronger effect = lower value;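 active = activity change below a set negative limit, meaning inhibition stronger than a set level, cut at about -70% in these data; inconclusive = activity change between two set negative limits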; also: % is scaled to controls: 0 for no effect and ±100 for the full control effect
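Read-out is FRET at 665 nm (cryptate excitation 337 nm) from a cryptate-tagged anti-cAMP antibody, competed by cell cAMP against cAMP-d2. Compounds are tested on freshly harvested TSHR cells challenged with 4nM TSH (EC80) for 2 hours at 37 deg C.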
ELG1 repair inh: ELG1-dependent DNA repair inhibition | HEK293T ELG1-luciferase reporter, luminescence, 16 h; DNA damage induced by 5-fluorouridine | Potency, µM (series often up to 46.1 µM), without a hit: at the highest dose activity change, negative = inhibition, usual class: inhibitors | hit rate 2.3% among 330,000; also: potency is read from the fitted curve at half-maximal effect; % is scaled to controls: 0 for no effect and ±100 for the full control effect; nearly all actives have a fitted effect of over 55% in size
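5-Fluorouridine DNA damage + compound/DMSO, 2,000 cells/well, 16 h, 37 °C/5% CO2. ONE-Glo, 30 min RT, luminescence. Readout = decrease in reporter signal.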
Integrin act MD: integrin-mediated muscular dystrophy alleviation activation | alpha7betagal myoblasts, beta-gal FDG fluorescence, 48 h | Potency, µM (highest dose often 38.3 µM), inactives show at the highest dose activation, hits mostly activators | hit rate 0.064% among 350,000;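 also: potency is read from the fitted curve at half-maximal effect; 100% = response of the positive control SU9516; nearly all actives have a fitted effect of over 60% in size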
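alpha7betagal+/- myoblasts (passage 13, 250/well) treated 48 h at 37C with compounds at 1:260 dilution of DMSO stock. Lysed, then beta-galactosidase activity read as FDG fluorescence (ex 480/em 540) after 30 min, with pre-read for autofluorescence.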
Tb PFK inh: blocks T. brucei phosphofructokinase; hit rate 0.17% among 330,000; T. brucei PFK, ADP-Glo luminescence; Potency, µM (doses to about 57.5 µM), inactives show at the top dose activity, negative = inhibition, most hits filed as inhibitors;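 also: potency is read from the fitted curve at half-maximal effect; 0% = uninhibited 1x PFK enzyme wells and -100% = no-enzyme wells; nearly all actives have a fitted effect of over 60% in size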
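Compounds were pin-transferred as a titration series up to 57 uM into substrate buffer (0.5 mM F6P, 0.1 mM ATP, pH 8.0), then 1.25 nM PFK was added and reactions ran 45 min before ADP-Glo detection.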
TCR act: activators of T cell receptors. primary human leukocytes, anti-CD3, IL-2 HTRF, 48 h. Potency, µM (doses to about 9.22 µM), for the others: at the top dose activation of IL-2 secretion, actives largely listed as activators. 330,000 tested, under 10 active. AID 504894; also: % of control where 0% means no effect
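1) Mix primary human leukocytes, a-CD3 beads and compound. 2) Incubate 48 hr. 3) Add HTRF IL-2 reagents (a-IL-2-K, a-IL-2-d2).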
Mito fusion yeast: inhibitors of mitochondrial division or activators of mitochondrial fusion. Potency, µM (series often up to 46.1 µM), for the others: top-dose growth rescue (activation), actives largely listed as activators. AID 485298. S. cerevisiae fusion-defective mutant growth rescue, CellTiterGlo 48 h. hit rate 0.23% among 320,000;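 also: potency is read from the fitted curve at half-maximal effect; % of control where 0% means no effect; nearly all actives have a fitted effect of over 45% in size; temperature-sensitive fusion mutants such as fzo1-1 at 37 °C on non-fermentable ethanol glycerol medium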
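Compounds are tested for their ability to restore growth of mitochondrial fusion-defective yeast strains at non-permissive 37C in YPEG medium over 48 hours. Viability is quantified by luciferase luminescence.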
TSG101-PTAP inh: blocks PTAP/TSG101 interaction to inhibit HIV-1 budding; Q99816; Fluorescence polarization, FITC-PTAP peptide / Tsg101 binding; Potency, µM (titrated, usually from 115 µM), inactives show at the top dose activity change, negative = inhibition, most hits filed as inhibitors; 340,000 tested, under 10 active; AID 493005; active = well fitted inhibition curve with a large enough effect in the main read-out, with a control signal flat, not every such curve was filed as active; inconclusive = small, poorly fitted or top-dose-only effect, or effect the other way, or a change in a side signal; inactive = no such curve, though single readings can be large or run the other way; also: potency is read from the fitted curve at half-maximal effect; % of control where 0% means no effect
Target sequence (Q99816 whole entry, looked up): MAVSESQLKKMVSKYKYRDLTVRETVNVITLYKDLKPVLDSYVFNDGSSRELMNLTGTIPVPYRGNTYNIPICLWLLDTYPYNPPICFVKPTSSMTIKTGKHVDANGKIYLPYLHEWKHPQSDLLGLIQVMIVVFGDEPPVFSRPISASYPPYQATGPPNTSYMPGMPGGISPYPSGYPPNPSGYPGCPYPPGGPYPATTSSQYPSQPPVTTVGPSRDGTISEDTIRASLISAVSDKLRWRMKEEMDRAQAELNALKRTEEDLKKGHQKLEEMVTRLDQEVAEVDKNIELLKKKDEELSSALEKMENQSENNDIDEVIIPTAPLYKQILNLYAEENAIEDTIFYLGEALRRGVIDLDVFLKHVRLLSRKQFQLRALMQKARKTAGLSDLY
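Compounds were pin-transferred onto Tsg101 binding domain (10 uM final) in HEPES pH 7.5 buffer, then FITC-PTAP peptide was added at 50 nM final. After 20 min at RT, polarization reported peptide displacement across a qHTS concentration series.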
AT treatment: potential ataxia-telangiectasia treatment; hit rate 0.19% among 320,000; Potency, µM (series often up to 57.5 µM), without a hit: at the top dose activation, usual class: activators; […] A-T fibroblasts, KAP-1 phosphorylation AlphaLISA; neocarzinostatin DNA damage 30 min before lysis; AID 485349; also: potency is read from the fitted curve at half-maximal effect; % of control where 0% means no effect; nearly all actives have a fitted effect of over 45% in size
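ATM-like activity read as KAP-1 phosphorylation via AlphaLISA donor/acceptor antibody pairs after lysis and 6 hr at 25C. Cells were ATM-null patient fibroblasts ([…], hTERT), dosed 60 min, then exposed to the DSB inducer NCS for 30 min.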
S-ASM inh: inhibitors of human secretory acid sphingomyelinase; Potency, µM (series often up to 57.5 µM), inactives show at the top dose activity change, negative = inhibition, hits mostly inhibitors; hit rate 0.006% among 340,000; P17405; placental ASM, HMU-PC fluorogenic substrate, 60 min; also: potency is read from the fitted curve at half-maximal effect
Target sequence (P17405 47-631 limits assumed): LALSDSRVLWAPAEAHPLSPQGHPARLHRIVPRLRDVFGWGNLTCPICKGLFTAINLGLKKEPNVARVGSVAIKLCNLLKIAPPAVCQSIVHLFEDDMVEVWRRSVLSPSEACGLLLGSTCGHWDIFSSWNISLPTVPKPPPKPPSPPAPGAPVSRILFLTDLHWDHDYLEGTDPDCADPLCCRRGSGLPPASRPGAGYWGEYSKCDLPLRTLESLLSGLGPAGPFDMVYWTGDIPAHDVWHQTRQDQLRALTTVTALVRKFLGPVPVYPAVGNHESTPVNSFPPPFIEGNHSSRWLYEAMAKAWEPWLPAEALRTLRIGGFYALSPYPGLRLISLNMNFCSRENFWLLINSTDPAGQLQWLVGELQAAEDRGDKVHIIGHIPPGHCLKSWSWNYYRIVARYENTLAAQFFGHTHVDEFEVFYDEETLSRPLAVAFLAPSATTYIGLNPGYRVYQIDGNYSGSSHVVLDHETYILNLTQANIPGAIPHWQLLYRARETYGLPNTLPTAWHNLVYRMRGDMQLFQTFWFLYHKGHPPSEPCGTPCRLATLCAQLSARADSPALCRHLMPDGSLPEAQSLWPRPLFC
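qHTS format. ASM enzyme prepared from human placenta hydrolyses the fluorogenic substrate HMU-PC0 (9 uM final) over 60 min at 37 °C after a 10 min compound preincubation.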
Eya2 inh: blocks the phosphatase activity of human Eya2; O00167; recombinant Eya2, OMFP fluorescence dephosphorylation (OMFP is methylfluorescein phosphate); Potency, µM (top dose mostly 76.9 µM), for the others: at the top dose activity, negative = inhibition, usual class: inhibitors; hit rate 0.006% among 330,000; AID 488837; also: potency is read from the fitted curve at half-maximal effect; % is scaled to controls: 0 for no effect and ±100 for the full control effect
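Eya2 (0.2 uM) preincubated 10 min at ambient with compound, then OMFP substrate added at 50 uM; 10 min reaction in 50 mM HEPES pH 7.5, 50 mM NaCl, 5 uM MgCl2, 0.05% BSA, 1 mM DTT. Fluorescence read at Ex 485/Em 525 nm.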
BCR signal inh: inhibitors of chronic active B-cell receptor signaling; ABC-DLBCL IkBa-CBG/CBR reporter, luminescence ratio, 4 h; Potency, µM (top dose mostly 46.1 µM), for the others: at the highest dose ratio change, negative = lower green/red ratio, actives largely listed as inhibitors; hit rate 0.05% among 340,000; AID 493014; active = well fitted inhibition curve with a large enough effect in the signal ratio, with a control signal flat, not every such curve was filed as active; inconclusive = small, poorly fitted or top-dose-only effect, or effect the other way, or a change in a side signal; the % refers to the signal ratio;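 also: potency is read from the fitted curve at half-maximal effect; plate controls were basal doxycycline-induced cells for no effect and cells given 10 µM MG132 for full effect; MG132 reads +100%, hits lower the ratio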
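TMD8 human ABC-DLBCL cells with doxycycline-inducible IκBα–green luciferase fusion and unfused red luciferase, in 0.5% FBS medium; compounds up to 46 uM, 4 h at 37C. Green/red luminescence ratio, filter-overlap corrected, fitted to concentration-response curves.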
An asterisk follows results filed as active; ? = inconclusive; / = not tested or not shown; [ ] = remark or other dose. Unless noted, calls follow the shape of the dose curve; as a rule, active = well fitted curve in the direction sought with a large enough effect; inconclusive = small, poorly fitted or top-dose-only effect, or another doubt; inactive = no such curve, though single readings can be large; an effect the other way counts as inactive or inconclusive. Rows were taken by chance, and some 3.2% of all compounds hit somewhere here.

SMILES	TSHR antag	ELG1 repair inh	Integrin act MD	Tb PFK inh	TCR act	Mito fusion yeast	TSG101-PTAP inh	AT treatment	S-ASM inh	Eya2 inh	BCR signal inh
COc1ccc(NC(=O)c2cccc(NC3=NC4CS(=O)(=O)CC4S3)c2)cc1Cl (stereo not drawn)	16.9	13.8%	19.6%	1.0%	-1.7%	1.5%	-2.3%	1.8%	6.3%	-6.6%	-1.0%
Cn1c(=O)[nH]c(=O)c2c1nc(CN1CCN(c3ccccc3F)CC1)n2CCc1ccccc1	6.4	?	8.0%	5.4%	1.3%	-1.3%	-5.1%	-21.6%	-10.3%	-1.1%	-3.3%
C(=N\Nc1nc(Nc2ccccc2)nc(N2CCCCC2)n1)/c1ccco1	1.8	?	/	1.5%	/	17.1%	/	-0.8%	/	-7.0%	?
CCN(CC)S(=O)(=O)c1cc(NS(=O)(=O)c2cccc(Cl)c2)ccc1C	-8.7	-23.7%	17.7%	-3.7%	-3.2%[46.1 µM]	0.3%	-0.5%	0.9%	-3.9%	0.8%	?
CCNc1nc(CC)nc2c1oc1ccccc12	-11.0	-26.0%	19.5%[7.66 µM]	-8.1%	10.8%	-9.3%	-6.6%	2.0%	9.8%	-13.6%	12.9%
CSCC[C@H](NC(=O)[C@H](Cc1ccccc1)n1c(=O)[nH]c2ccccc2c1=O)C(=O)N1CCC[C@@H]1C(=O)O	6.8	-0.2%	28.0%	1.6%	3.2%	0.6%	8.5%	-10.6%	6.8%	-11.5%	4.9%
Cc1cc(C)cc(NC(=O)CSc2nnc(-c3cc(C)[nH]n3)n2N)c1	-15.6	4.3%	-28.2%	-2.0%	-0.3%	-2.8%	-3.6%	-0.1%	3.5%	2.5%	3.0%
C(#Cc1ccccc1)C[N+]1(CC#Cc2ccccc2)CCCCC1	-3.0	?	-69.0%[inhibitor]	-1.4%	1.8%	13.4%	-2.9%	-4.1%	-0.1%	-5.0%	5.3%
CCOc1ccccc1NC(=O)CSc1nnc(CNC(=O)COc2ccc(Cl)cc2)o1	-0.6	-18.6%	31.3%	-1.1%	1.0%	-2.3%	1.0%	1.8%	0.1%	-15.5%	-3.2%
Cc1cccc(-c2nc(CNC(=O)c3ccco3)cs2)c1	1.1	?	42.3%	0.5%	-9.7%	-0.1%	-0.9%	2.5%	1.7%	5.9%	0.6%
CC/C(=N\NC(=O)CCC(=O)NCc1ccccc1)c1ccc(O)cc1	-9.2	2.2%	-24.4%	-0.4%	-2.4%	3.0%	-0.1%	0.8%	4.6%	3.9%	-1.0%
O=C(c1ccco1)N1CCN(C(=O)c2cccc3c2C(=O)N(Cc2cccnc2)C3)CC1	25.2	9.3%	-16.7%	-6.0%	8.6%	-4.6%	-2.3%	24.2%	6.6%	29.2%	?
CCS(=O)(=O)NCCNc1ccc([N+](=O)[O-])cc1	-6.5	11.2%	8.1%	-18.0%	-1.6%	-2.0%	-8.5%	3.6%	-2.5%	1.4%	?
CC(C)Cc1ccc(S(=O)(=O)N2CCCC2)cc1	2.7	-0.9%	0.4%	2.2%	-0.2%	2.2%	-3.3%	-0.1%	-2.5%	-1.0%	-0.8%
O=S(=O)([N-]c1nc2ccccc2nc1-[n+]1ccc(CCCc2ccccc2)cc1)c1cccs1	-5.6	-9.1%	8.9%	0.7%	-6.5%	-0.5%	?	-6.6%	-3.4%	1.9%	?
C[C@H]1CN=C(Nc2ccccc2)N1CC1CCCCC1	6.8	-16.3%	-11.0%	-3.9%	1.6%	2.5%	-2.5%	3.8%	-4.5%	17.1%	7.1%
CCN(C(=O)c1cnc(OC)cc1C(F)(F)F)c1ccc(Cl)cc1	-4.3	-25.1%	36.8%	-0.8%	-29.0%	6.0%	-4.6%	5.5%	1.2%	-3.8%	1.0%
CCOc1ccc(NC(c2ccccn2)c2oc(CO)cc(=O)c2O)cc1 (stereo not drawn)	-4.3	?	13.0%	-3.9%	6.4%	4.4%	3.5%	0.6%	3.0%	6.6%	-5.3%
COc1ccc(-c2oc3c(OC)c(OC)c(OC)c(O)c3c(=O)c2OC)cc1OC	-8.1	11.6µM*	-4.6%	-2.3%	0.5%	2.1%	-2.0%	-1.0%	5.7%	-15.0%	-0.9%
C#CCOCCOCCOCCNc1nc(N2CCOCC2)nc(N2CCN(C(=O)[C@H](CCC(=O)O)n3cc([C@@H](N)CCCCN)nn3)CC2)n1	19.2	?	8.3%	0.4%	-1.7%	/	-4.5%	-6.9%	-3.0%	-37.0%	-0.3%

Some of these compounds in order of their number in Integrin act MD, descending.
SMILES	Integrin act MD
C#CCOCCOCCOCCNc1nc(N2CCOCC2)nc(N2CCN(C(=O)[C@H](CCC(=O)O)n3cc([C@@H](N)CCCCN)nn3)CC2)n1	8.3%
CCS(=O)(=O)NCCNc1ccc([N+](=O)[O-])cc1	8.1%
COc1ccc(-c2oc3c(OC)c(OC)c(OC)c(O)c3c(=O)c2OC)cc1OC	-4.6%

(cont.)
SMILES	TSHR antag	ELG1 repair inh	Integrin act MD	Tb PFK inh	TCR act	Mito fusion yeast	TSG101-PTAP inh	AT treatment	S-ASM inh	Eya2 inh	BCR signal inh
CCOc1cc2[nH]c(=S)n(Cc3ccc(C(=O)NCCOC)cc3)c(=O)c2cc1OCC	7.1	-0.1%	9.4%	-5.8%	2.0%	0.9%	0.7%	-0.9%	-4.0%	0.2%	?
CCN(CC)S(=O)(=O)c1cccc(NC(=O)CNc2cccc(S(=O)(=O)N3CCOCC3)c2)c1	-41.5	?	-37.4%	2.1%	-2.4%	-2.3%	-1.8%	0.5%	-0.7%	-9.1%	8.7%
Cc1ccc2nc(-c3ccccc3)c(NC(=O)c3ccco3)n2c1	3.9	15.1%	-8.7%	2.1%	-3.7%[46.1 µM]	3.0%	-2.4%	-1.3%	2.0%	2.9%	?
O=S(=O)(c1cc(Cl)ccc1Cl)N1CCN(Cc2ccco2)CC1	-3.7	1.4%	-0.8%	2.0%	6.4%	3.0%	-0.9%	0.6%	-0.7%	-2.6%	5.4%
COc1ccc(N2CC(C(=O)Nc3ccc(N4CCOCC4)cc3)CC2=O)cc1 (stereo not drawn)	13.2	?	4.1%	-2.4%	/	0.3%	-1.6%	/	-4.7%	7.3%	-16.2%
CC[C@H](C)[C@@H]1NC(=O)c2cc([N+](=O)[O-])cc(F)c2NCCCC[C@@H](C(N)=O)NC(=O)[C@H](CC(N)=O)NC1=O	2.7	2.8%	-23.6%	4.2%	-1.5%	-5.3%	/	-11.1%	-10.2%	-3.8%	2.6%
O=C(NC1CCCC1)C(c1cccs1)N(C(=O)c1csnn1)c1ccccc1F (stereo not drawn)	-0.4	-1.5%	-6.2%	0.3%	-11.4%	5.3%	0.1%	2.7%	0.9%	-15.1%	0.9%
C=CCn1c(=S)[nH]c2sc3c(c2c1=O)CCCC3	15.7	?	?	-1.3%	-4.4%	9.6%	-10.0%	4.0%	1.0%	7.9%	7.1%
COCCN1C=C2C(=O)C(C)(OC(=O)C3CCCC3)C(=O)C=C2C=C1c1ccsc1 (stereo not drawn)	-7.5	15.0%	28.5%	-3.8%	2.4%	-2.6%	-4.6%	-12.9%	32.0%[activator]	5.3%	9.1%
CC(=O)Nc1cccc(OCc2ccc(S(=O)(=O)Cc3ccccc3)cc2)c1	25.2	?	12.5%	-1.3%	-5.4%[46.1 µM]	7.7%	-0.4%	-2.0%	4.3%	10.8%	-3.4%
COc1cc(OC)c2c(-c3ccccc3)cc(=O)oc2c1C(CCN1CCCC(C)C1)c1ccc2c(c1)OCO2 (stereo not drawn)	-4.9	5.9%	-45.4%[inhibitor]	2.3%	-2.6%	-6.9%	/	12.9%	0.2%	-6.0%	?
CC1(C)Cc2c(sc3c2C(=O)N(c2ccccc2)C2=NCCCN23)CO1	5.2	0.5%	-28.8%	-4.1%	1.4%	-1.7%	-12.1%	-0.3%	4.2%	6.2%	-1.2%
COc1ccc(NS(=O)(=O)c2cc(NC(=O)c3cccs3)ccc2N2CCOCC2)cc1	3.8	?	25.9%	-2.9%	-3.5%	?	0.3%	1.5%	-16.5%	-4.0%	-4.6%
